Dengue-2 NS5 capping: Dengue-2 NS5 methyltransferase inhibitors, primary screen, biochemical, confirmation dose response (AID 588689) | Dengue-2 NS5 methyltransferase capping enzyme assay, biochemical; higher % means a stronger effect | inhibition, % at 25 µM; hits with a dose series show IC50 in µM | 340,000 tested, 0.3% active; in the data active means a potency from the dose series
NTR1 agonist: NTR1-driven beta-arrestin-GFP spot formation – imaging, U2OS cells, high content, primary screen (AID 493036). P30989. agonist mode. activation, % at 20 µM. 330,000 tested, 0.17% active;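 active means activation at or above 40% of the spot to cytoplasm intensity ratio, with at least 20 cells analyzed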;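 further: 0% = DMSO without peptide and 100% = 100 nM NTR1 peptide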
Target sequence (P30989 whole entry, looked up): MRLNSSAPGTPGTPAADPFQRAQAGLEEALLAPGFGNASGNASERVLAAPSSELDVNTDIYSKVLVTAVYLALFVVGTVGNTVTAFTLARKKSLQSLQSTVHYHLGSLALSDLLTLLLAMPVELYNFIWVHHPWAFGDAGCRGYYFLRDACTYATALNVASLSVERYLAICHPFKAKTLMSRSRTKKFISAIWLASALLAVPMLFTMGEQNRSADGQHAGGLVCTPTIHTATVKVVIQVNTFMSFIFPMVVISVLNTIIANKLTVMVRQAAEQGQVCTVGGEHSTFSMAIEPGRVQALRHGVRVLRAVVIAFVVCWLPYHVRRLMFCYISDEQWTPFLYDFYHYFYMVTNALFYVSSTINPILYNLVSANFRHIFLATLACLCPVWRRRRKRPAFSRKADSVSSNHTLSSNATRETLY
K1F lysis inhibition: inhibition of K1F phage lysis, E. coli UTI89, bacterial capsule biogenesis inhibitors, alamar blue (AID 488966); E. coli UTI89 K1F phage lysis, alamar blue, 2 h; higher % means a stronger effect; 340,000 tested, 0.02% active; inhibition, % at 100 µM; hits with a dose series show IC50 in µM;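 active means phage lysis inhibition, versus mean bacterial control, above a set limit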;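 further: capsule biogenesis inhibitors block K1F phage lysis so surviving cells raise fluorescence; higher fluorescence means more inhibition of phage lysis; actives were called in the ten point dose series up to 300 µM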
NTR1 agonist cell count 20 µM: also measured in NTR1 agonist; calls as there; cell count; measured here: cell count, cytotoxicity flag
Dengue-2 NS5 capping pilot replicate: also measured in Dengue-2 NS5 capping; calls as there; inhibition, %; measured here: pilot screen replicate inhibition
* hit, by the source's call; [ ] = remark or other dose. Not all compounds are listed (hit frequency here may not be typical).

SMILES | Dengue-2 NS5 capping | NTR1 agonist | NTR1 agonist cell count 20 µM | K1F lysis inhibition | others
COc1ccc(Cl)cc1NC(=O)CN(C)C(=O)c1ccc(-n2cncn2)cc1 | 5% | 1.3 | 51 | -3.2%
CCC(=O)c1ccc(OCC(=O)NC2CCN(Cc3ccccc3)CC2)cc1 | 4% | -0.6 | 60 | 0.4%[50 µM]
C[C@H](CO)N1C[C@H](C)[C@@H](CN(C)Cc2ccccc2)Oc2c(NS(=O)(=O)c3cn(C)cn3)cccc2C1=O | 2% | 4.2 | 64 | -0.7%
O=C(CSc1nnc(C2CC2)n1Cc1ccccc1)N1CCNC1=O | -6% | 4.2 | 44 | -0.8%
COc1ccc(CCC(=O)NNC(=O)c2ccccn2)cc1OC | 4% | 0.7 | 70 | 2.2%[50 µM]
O=C(C[C@H]1C/C=C\CC[C@H](Cc2ccc(F)cc2)C(=O)OC[C@H]2CCCN2C1=O)N[C@H](CO)Cc1ccccc1 | -1% | 14 | 54 | -0.1% | Dengue-2 NS5 capping pilot replicate=0.0
CCOC(=O)[C@@H]1[C@H]2COc3cc(OC)ccc3[C@H]2N2C(=O)N(c3ccc(C)cc3)C(=O)[C@]12C | -1% | -2.4 | 57 | 9.9%
CCN(C[C@H]1N[C@@](Cc2ccccc2)(C(=O)OC)[C@H]2C(=O)N(Cc3ccccc3)C(=O)[C@@H]12)C(=O)COC | -1% | -1.4 | 64 | 0.3% | Dengue-2 NS5 capping pilot replicate=-0.9
CCOc1ccc(S(=O)(=O)N2CCN(C(=O)c3cc(S(=O)(=O)N4CCOCC4)ccc3C)CC2)cc1 | -9% | 0.7 | 68 | 0.9%[50 µM]
O=C(c1ccccc1NS(=O)(=O)c1ccc([N+](=O)[O-])cc1[N+](=O)[O-])N1O[C@@H]2C=C[C@H]1C2 | 45µM* | 2.5 | 61 | -0.1% | Dengue-2 NS5 capping pilot replicate=46*
Cc1ccc(S(=O)(=O)N2[C@@H](c3ccc(Br)cc3)C(C(=O)O)=C[C@H]2CC2CCCC2)cc1 | 37µM* | 4.7 | 60 | -0.1% | Dengue-2 NS5 capping pilot replicate=8.0*
C[C@H](CO)N1C[C@H](C)[C@@H](CN(C)C(=O)NC2CCCCC2)Oc2c(cccc2N(C)C)C1=O | -4% | -2.0 | 42 | 0.1%
CN(CC(=O)NCCCn1ccnc1)S(=O)(=O)c1ccc(Cl)cc1 | -9% | 0.0 | 61 | 0.0%[50 µM]
CN(CC(=O)Nc1ccccc1Cl)C(=O)COC(=O)c1ccc(-c2ccc(O)cc2)cc1 | -2% | -0.5 | 67 | 0.3%[50 µM]
O=C(CN1C(=O)c2ccccc2S1(=O)=O)Nc1ncc([N+](=O)[O-])s1 | 2% | -0.7 | 41 | -2.1%[50 µM]

Ordered by formula weight (ascending): five of the compounds above.
SMILES | Dengue-2 NS5 capping | NTR1 agonist | NTR1 agonist cell count 20 µM | K1F lysis inhibition | others
O=C(CN1C(=O)c2ccccc2S1(=O)=O)Nc1ncc([N+](=O)[O-])s1 | 2% | -0.7 | 41 | -2.1%[50 µM]
O=C(c1ccccc1NS(=O)(=O)c1ccc([N+](=O)[O-])cc1[N+](=O)[O-])N1O[C@@H]2C=C[C@H]1C2 | 45µM* | 2.5 | 61 | -0.1% | Dengue-2 NS5 capping pilot replicate=46*
C[C@H](CO)N1C[C@H](C)[C@@H](CN(C)C(=O)NC2CCCCC2)Oc2c(cccc2N(C)C)C1=O | -4% | -2.0 | 42 | 0.1%
Cc1ccc(S(=O)(=O)N2[C@@H](c3ccc(Br)cc3)C(C(=O)O)=C[C@H]2CC2CCCC2)cc1 | 37µM* | 4.7 | 60 | -0.1% | Dengue-2 NS5 capping pilot replicate=8.0*
CCOc1ccc(S(=O)(=O)N2CCN(C(=O)c3cc(S(=O)(=O)N4CCOCC4)ccc3C)CC2)cc1 | -9% | 0.7 | 68 | 0.9%[50 µM]

Following part
SMILES | Dengue-2 NS5 capping | NTR1 agonist | NTR1 agonist cell count 20 µM | K1F lysis inhibition | others
C[C@@H]1CN(S(=O)(=O)c2c(F)cccc2F)CCN1S(=O)(=O)c1ccc2c(c1)OCCO2 | 1% | -0.1 | 75 | 0.2%
COc1ccc2[nH]c3c(c2c1)CCN1C(=O)C(CC(=O)NCCCN(C)C)C[C@H](C(=O)N2CCCCC2)[C@@]31CCc1ccccc1 (stereo not given in full) | 0% | 1.3 | 67 | 0.5% | Dengue-2 NS5 capping pilot replicate=3.3
COC(=O)c1ccc2[nH]c(C3(O)CCCCC3)c(C)c2c1 | -7% | 2.5 | 49 | 2.5%
COc1ccccc1CNC(=O)CN1NS(=O)(=O)c2ccccc2C1=O | -4% | 9.2 | 58 | 4.2%
Fc1ccc(NC(=S)N2CCN(c3ccccn3)CC2)cc1Cl | 9% | 1.7 | 47 | 0.2%
O=C1c2ccccc2NC(c2cccs2)N1O (stereo not given) | -3% | -0.5 | 42 | 2.8%[50 µM]
COc1ccccc1OCC(=O)OCC(=O)NC1CCCCC1 | 2% | 2.5 | 90 | 2.0%
CN[C@H](C(=O)NC[C@H]1O[C@@H](n2cnc3c(N)ncnc32)[C@H](O)[C@@H]1O)[C@@H](C)OCc1ccccc1 | 2% | 2.0 | 58 | 0.5% | Dengue-2 NS5 capping pilot replicate=-2.8
C=CCn1c(SCC(=O)Nc2sc3c(c2C#N)CCC(C)C3)nc2cc(C(=O)O)ccc2c1=O (stereo not given) | -9% | 3.1 | 47 | 0.2%
CC1CN(C(=O)COC(=O)c2cc3ccccc3cc2O)CC(C)O1 (stereo not given) | 2% | -1.3 | 46 | 0.2%[50 µM]
CC(C)Cn1c(N)c(C(=O)CSc2nnc(C3CC3)n2C2CC2)c(=O)n(C)c1=O | 2% | -0.7 | 60 | 0.4%[50 µM]
Cc1cccc2sc(NC(=O)Cn3c(C)csc3=O)nc12 | -1% | 0.3 | 67 | 1.1%[50 µM]
CN(CC(=O)Nc1cccc(F)c1)CC(=O)N(C)c1c(N)n(Cc2ccccc2)c(=O)[nH]c1=O | -3% | 2.3 | 56 | 0.7%[50 µM]
O=C(C[C@@H]1C/C=C\C[C@@H](Cc2ccc(F)cc2)C(=O)OC[C@H]2CCCN2C1=O)N[C@H](CO)Cc1ccccc1 | -3% | -2.7 | 34 | 0.0% | Dengue-2 NS5 capping pilot replicate=-5.5
O=C(CN1C(=O)NC2(CCOc3ccccc32)C1=O)NCCc1ccc(F)cc1 (stereo not given) | -3% | 1.4 | 67 | 0.3%[50 µM]
CC(=O)c1ccccc1NC(=O)CSCc1nc2sc(C)c(C)c2c(=O)[nH]1 | 1% | 3.3 | 58 | 0.5%[50 µM]

Quoted at random: two records from the list.
SMILES | Dengue-2 NS5 capping | NTR1 agonist | NTR1 agonist cell count 20 µM | K1F lysis inhibition | others
Cc1cccc2sc(NC(=O)Cn3c(C)csc3=O)nc12 | -1% | 0.3 | 67 | 1.1%[50 µM]
Fc1ccc(NC(=S)N2CCN(c3ccccn3)CC2)cc1Cl | 9% | 1.7 | 47 | 0.2%

Screening results deposited in PubChem BioAssay by several laboratories.
